Screening results (PubChem)
FID counter: fluorescent intercalator displacement, NS3 helicase counter-screen; DNA fluorescent intercalator displacement, fluorescence; inhibition, % at 7.9 µM; 290,000 compounds, 0.17% hits; AID 1845; in the data active = inhibition above about 37%;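 note: 0% = vehicle and 100% = reference compound; higher means more ethidium bromide displaced from hairpin DNA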
GalR3 antagonist: antagonists of human GalR3; 360,000 compounds, 0.44% hits; AID 651719; HEK293 GalR3-CNG cAMP membrane potential fluorescence; galR3 body fused to GalR1 C-terminus; inhibition, % at 3 µM; O60755;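 active = inhibition above the screen-wide average plus 3 SD, cut at about 13% in these data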;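 note: forskolin and galanin both at EC90 stimulate the cells; cAMP rise reported by CNG channel membrane potential dye signal; 0% = forskolin plus galanin with DMSO and 100% = forskolin alone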
CRFR2-BP antag: CRF-BP/CRF-R2 complex antagonism; 350,000 compounds, 0.59% hits; HEK293 CRF-R2/CRF-BP, CRF-induced calcium fluorescence; inhibition, % at 11.8 µM; AID 588475;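 active = inhibition of the ligand-induced calcium signal above about 50% at the single tested concentration, limit read from the data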
NS3 helicase inh: HCV NS3 helicase inhibition; NS3 helicase DNA unwinding, Cy5 molecular beacon fluorescence; inhibition, % at 10.9 µM; 290,000 compounds, 0.56% hits; AID 1800;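 active = inhibition above the mean of all tested compounds plus 3 SD, set per campaign, cut at about 35% in these data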;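 note: 0% = DMSO wells and 100% = thioflavine S control wells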
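Assay system – hepatitis C virus NS3 helicase domain fragment enzyme · Buffer or medium – MOPS pH 6.5, MgCl2, DTT, Tween20, BSA · Reagent – Cy5/quencher beacon DNA duplex and ATP to start · Compound – single 10.9 µM dose · Timing – 1 h at 25 °C · Technique – Cy5 beacon fluorescence read at start and 1 h · Measure – % inhibition of unwinding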
MEKK2wt PB1 HTS: raises or lowers MEK5 binding to wildtype human MEKK2 PB1 domain; Q9Y2U5; bead flow cytometry, Alexa488-MEK5 binding to MEKK2 WT; actives lie on both sides; binding response (% of control), % at 10 µM; 290,000 compounds, 1.1% hits; in the data active = binding response below about 67% or above about 130%
CRFBP-R2 agonist: agonists of human CRF-binding protein/CRF-R2 receptor complex; HEK293 CRF-R2/CRF-BP, calcium dye fluorescence (FLIPR); percent of saturating CRF peptide response; activation, % at 13.2 µM; 350,000 compounds, 0.46% hits;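 active = activation of at least 50%, plus an integration ratio under a set limit after plate pattern correction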;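 note: plate controls were neutral control wells without compound for no effect and CRF at EC100 for full effect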
MEKK3 PB1 HTS: modulators (inhibitors or enhancers) of MEK5 binding to human MEKK3 PB1 domain | 290,000 compounds, 1.4% hits | bead-based flow cytometry, Alexa488-MEK5 binding to MEKK3; actives lie on both sides; 0 = blocked by unlabeled MEK5, 100 = vehicle | AID 1529 | Q99759 | binding response (% of control), % at 10 µM;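 active = binding response more than 3 SD above or below the average of its plate-row segment, actives on both sides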;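 note: Alexa488 bead fluorescence after subtracting the streptavidin-only scavenger bead signal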
Target sequence (Q99759 whole entry, looked up, the tested form may be a part): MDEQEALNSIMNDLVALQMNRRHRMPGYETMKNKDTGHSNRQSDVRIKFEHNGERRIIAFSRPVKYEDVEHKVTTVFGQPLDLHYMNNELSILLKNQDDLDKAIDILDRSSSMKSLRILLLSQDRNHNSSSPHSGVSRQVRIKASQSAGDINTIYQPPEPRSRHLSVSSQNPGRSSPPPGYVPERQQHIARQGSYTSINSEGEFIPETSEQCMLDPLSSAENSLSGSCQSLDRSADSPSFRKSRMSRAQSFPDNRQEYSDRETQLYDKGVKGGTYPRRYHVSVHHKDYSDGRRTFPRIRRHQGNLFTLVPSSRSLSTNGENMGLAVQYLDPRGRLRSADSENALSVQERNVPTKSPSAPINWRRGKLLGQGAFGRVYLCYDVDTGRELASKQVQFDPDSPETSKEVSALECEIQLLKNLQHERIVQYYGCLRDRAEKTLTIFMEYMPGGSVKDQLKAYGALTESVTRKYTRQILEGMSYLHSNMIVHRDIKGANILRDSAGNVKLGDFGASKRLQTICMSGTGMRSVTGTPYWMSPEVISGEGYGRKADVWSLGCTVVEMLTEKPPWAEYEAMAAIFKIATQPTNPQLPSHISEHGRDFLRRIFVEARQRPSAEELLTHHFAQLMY
SUMO HTRF inh: inhibitors of human SUMOylation (UBC9); HTRF SUMOylation assay, SAE1/SAE2 + UBC9, in vitro; inhibition, % at 35 µM; 290,000 compounds, 0.36% hits; AID 2006; in the data active = inhibition above about 50%, passing the limit was not always enough; note: strong numbers were not always called active
MEKK2mut PB1 HTS: signal of MEK5 binding to mutant human MEKK2 PB1 domain. 290,000 compounds, 0.35% hits. percent response, % at 10 µM. bead flow cytometry, Alexa488-MEK5 binding to MEKK2 mutant; in the data active = percent response above about 24%, passing the limit was not always enough; note: inactives centre near 1; some results filed as inactive read as strong as hits; reference of the scale not given here
Starred values were filed as active, the others as inactive; nt = not tested or not shown. An excerpt (hit frequency here may not be typical).

The first 2 records as a preview:
SMILES	FID counter	GalR3 antagonist	CRFR2-BP antag	NS3 helicase inh	MEKK2wt PB1 HTS	CRFBP-R2 agonist	MEKK3 PB1 HTS	SUMO HTRF inh	MEKK2mut PB1 HTS
C/C(=N\S(=O)(=O)c1ccc(C)cc1)NC(=S)Nc1ccc(C)cc1	5	-3	1	-7	65	-1.2	60	-3	-14
O=C(CCSc1ccccc1)NC1CCCCCC1	-14	-7	6	-2	97	-1.8	101	-2	-2

Results, from the start:
SMILES	FID counter	GalR3 antagonist	CRFR2-BP antag	NS3 helicase inh	MEKK2wt PB1 HTS	CRFBP-R2 agonist	MEKK3 PB1 HTS	SUMO HTRF inh	MEKK2mut PB1 HTS
C/C(=N\S(=O)(=O)c1ccc(C)cc1)NC(=S)Nc1ccc(C)cc1	5	-3	1	-7	65	-1.2	60	-3	-14
O=C(CCSc1ccccc1)NC1CCCCCC1	-14	-7	6	-2	97	-1.8	101	-2	-2
COc1ccc(NC(=O)CSc2nnc(Cc3cccn3C)n2-c2ccc(F)cc2)cc1	-35	2	9	4	99	0.8	98	1	0
CCn1ccnc1CNCc1ccc(OCC(O)CN(C)Cc2ccccc2)cc1 (centres undefined)	14	-4	-3	-18	138*	-1.6	102	-2	34
COc1cc(C=O)ccc1OCCOCCOc1ccc(Cl)cc1Cl	-16	7	69*	-8	100	-2.2	101	nt	1
O=C(NCc1ccccc1Cl)C1CCN(S(=O)(=O)N2CCCCCC2)CC1	-22	-6	-6	1	103	-3.1	100	16	4
Cc1cc(=O)n(Cc2ccccc2)c(O)c1C#N	-13	-8	-4	31	101	6.4	100	2	3
O=C(Cc1cccs1)N=Nc1c(O)[nH]c2ccc(Br)cc12	-3	-7	-7	-7	101	-2.7	107	-1	2
CCN(CC)S(=O)(=O)c1ccc(C(=O)NNC(=O)C2CCN(S(=O)(=O)c3ccc(Cl)cc3)CC2)cc1	-22	-10	-8	-3	97	-0.1	97	22	-1
COc1ccc(CC(=O)NNS(=O)(=O)c2cccc([N+](=O)[O-])c2)cc1OC	-6	-9	6	-2	101	-0.3	101	-10	-1
CCOc1cc(C(=O)Nc2cc(C)ccn2)cc(OCC)c1OCC	-20	-3	0	-6	92	-4.8	91	-18	-7
CCOC(=O)C(C)Sc1nc(=O)n2ccccc2n1 (centres undefined)	-3	-4	2	-10	98	3.4	103	8	-6
Cc1nc2cc(-n3ccc(=O)cc3)ccc2n1-c1ccccc1	-9	0	6	-4	92	-1.2	85	-13	-7
Cc1cc(NC(=O)CCN2CCC(C(N)=O)CC2)ccc1Br	5	-6	-20	-4	105	8.7	102	2	1
Cc1ccccc1-c1noc(-c2cccs2)n1	-1	3	-9	-1	112	2.7	111	-20	9
CC(C)(C)NC(=O)C(c1cccs1)N(C(=O)c1csnn1)c1cccc(F)c1 (centres undefined)	-15	-6	-10	1	97	-1.4	97	21	-4
COc1ccccc1C(CC(=O)Nc1ccc(C)c(C)c1)c1ccc(OC(C)C)cc1 (centres undefined)	-8	-5	3	0	97	-0.8	103	-14	2
CCCCOc1ccc(C(=O)N/N=C/c2ccc(OCCN3CCCCC3)c(OC)c2)cc1	9	-6	-21	-74	114	0.6	103	10	3
CCn1nc(NC(=O)c2ccco2)c2cc3ccc(C)cc3nc21	-26	-2	13	-7	108	-1.9	103	23	13
Cc1nc(C)c(Oc2ccc(Cl)cc2Cl)c(=O)[nH]1	2	-1	-6	-1	101	0.8	100	10	1

Fetched by compound from the entries so far, two records:
SMILES	FID counter	GalR3 antagonist	CRFR2-BP antag	NS3 helicase inh	MEKK2wt PB1 HTS	CRFBP-R2 agonist	MEKK3 PB1 HTS	SUMO HTRF inh	MEKK2mut PB1 HTS
CCn1nc(NC(=O)c2ccco2)c2cc3ccc(C)cc3nc21	-26	-2	13	-7	108	-1.9	103	23	13
CC(C)(C)NC(=O)C(c1cccs1)N(C(=O)c1csnn1)c1cccc(F)c1 (centres undefined)	-15	-6	-10	1	97	-1.4	97	21	-4

5 entries from above in a different format.
| canonical_smiles | FID counter | GalR3 antagonist | CRFR2-BP antag | NS3 helicase inh | MEKK2wt PB1 HTS | CRFBP-R2 agonist | MEKK3 PB1 HTS | SUMO HTRF inh | MEKK2mut PB1 HTS |
| --- | --- | --- | --- | --- | --- | --- | --- | --- | --- |
| Cc1cc(NC(=O)CCN2CCC(C(N)=O)CC2)ccc1Br | 5 | -6 | -20 | -4 | 105 | 8.7 | 102 | 2 | 1 |
| Cc1ccccc1-c1noc(-c2cccs2)n1 | -1 | 3 | -9 | -1 | 112 | 2.7 | 111 | -20 | 9 |
| CC(C)(C)NC(=O)C(c1cccs1)N(C(=O)c1csnn1)c1cccc(F)c1 (centres undefined) | -15 | -6 | -10 | 1 | 97 | -1.4 | 97 | 21 | -4 |
| COc1ccccc1C(CC(=O)Nc1ccc(C)c(C)c1)c1ccc(OC(C)C)cc1 (centres undefined) | -8 | -5 | 3 | 0 | 97 | -0.8 | 103 | -14 | 2 |
| CCCCOc1ccc(C(=O)N/N=C/c2ccc(OCCN3CCCCC3)c(OC)c2)cc1 | 9 | -6 | -21 | -74 | 114 | 0.6 | 103 | 10 | 3 |

Continuation:
SMILES	FID counter	GalR3 antagonist	CRFR2-BP antag	NS3 helicase inh	MEKK2wt PB1 HTS	CRFBP-R2 agonist	MEKK3 PB1 HTS	SUMO HTRF inh	MEKK2mut PB1 HTS
Cc1cc(NC(=O)c2noc3c2CCCC3)n(-c2ccccc2)n1	-11	-5	-5	3	109	-1.4	111	14	7
CCOc1cccc(NC(=O)CSc2nncn2N)c1	0	-8	0	-2	105	0.4	101	17	6
O=C(Nc1cc([N+](=O)[O-])ccc1F)c1ccc2c(c1)OCCO2	1	-3	-1	13	97	-0.9	97	8	-4
CCN(CC)C(=O)c1sc(NC(=O)Cc2ccccc2)c(C#N)c1C	-31	-3	-1	-4	109	0.4	106	-22	-1
